RPL19A-GFP yeast – yeast TOR pathway RPL19A-GFP modulation. S. cerevisiae RPL19A-GFP strain, flow cytometry, 3 h; stronger effect = lower value. percent response vs DMSO, % at 10 µM. 330,000 compounds, 0.3% hits;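 active means percent response vs DMSO below 50%; inconclusive means fewer than 70 events counted for the yeast strain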;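 further: median channel GFP fluorescence of the barcoded RPL19A-GFP strain; ratio of sample median GFP to plate DMSO average so 100% = DMSO; lower means less RPL19A-GFP as with rapamycin TOR inhibition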
VLA-4 inh – inhibition in a human VLA-4 binding assay; VLA-4 expressing cells, ligand binding flow cytometry; inhibition, % (about 7 µM as worked out from the volumes in the protocol); 330,000 compounds, 0.2% hits; in the data active means inhibition above about 50%
Target sequence (P13612 whole entry, looked up): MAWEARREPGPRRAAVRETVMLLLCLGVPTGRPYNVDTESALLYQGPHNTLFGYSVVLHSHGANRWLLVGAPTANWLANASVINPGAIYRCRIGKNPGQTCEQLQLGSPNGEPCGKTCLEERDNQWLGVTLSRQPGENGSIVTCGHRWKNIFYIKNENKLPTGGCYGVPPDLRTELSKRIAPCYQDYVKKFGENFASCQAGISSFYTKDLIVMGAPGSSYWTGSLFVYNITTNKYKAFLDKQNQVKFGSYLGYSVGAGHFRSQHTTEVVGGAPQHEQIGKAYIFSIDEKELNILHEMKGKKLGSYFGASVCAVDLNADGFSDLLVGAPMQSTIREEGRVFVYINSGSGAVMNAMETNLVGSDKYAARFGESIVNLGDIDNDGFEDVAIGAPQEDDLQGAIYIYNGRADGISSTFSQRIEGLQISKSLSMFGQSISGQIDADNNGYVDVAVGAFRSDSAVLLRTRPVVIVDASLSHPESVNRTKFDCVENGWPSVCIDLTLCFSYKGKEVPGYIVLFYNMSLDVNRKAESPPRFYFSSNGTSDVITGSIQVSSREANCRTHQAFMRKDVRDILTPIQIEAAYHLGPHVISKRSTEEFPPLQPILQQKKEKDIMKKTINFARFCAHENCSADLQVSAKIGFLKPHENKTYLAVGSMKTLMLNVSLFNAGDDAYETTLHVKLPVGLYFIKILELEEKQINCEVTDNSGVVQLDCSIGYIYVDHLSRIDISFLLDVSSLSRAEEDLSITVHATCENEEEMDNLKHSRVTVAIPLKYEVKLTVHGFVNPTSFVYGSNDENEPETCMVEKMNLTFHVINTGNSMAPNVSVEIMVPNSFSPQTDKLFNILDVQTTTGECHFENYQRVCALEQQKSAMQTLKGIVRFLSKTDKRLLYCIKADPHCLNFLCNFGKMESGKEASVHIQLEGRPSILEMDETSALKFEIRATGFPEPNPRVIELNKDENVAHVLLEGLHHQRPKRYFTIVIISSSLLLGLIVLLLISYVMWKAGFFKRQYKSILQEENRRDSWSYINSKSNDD
CIT2-GFP yeast – yeast TOR pathway CIT2-GFP modulation; 320,000 compounds, 0.065% hits; AID 2029; S. cerevisiae CIT2-GFP strain, flow cytometry, 3 h; 100 means same as DMSO wells; GFP response vs DMSO, % at 10 µM;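 active means GFP response relative to DMSO above a set limit, near the screen mean plus 3 SD, cut at about 150% in these data; inconclusive means Fewer than 70 cells measured for a yeast strain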;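 further: ratio of well median GFP fluorescence to mean of DMSO wells on the plate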
MEP2-GFP yeast – modulators of TOR pathway MEP2-GFP in S. cerevisiae | S. cerevisiae MEP2-GFP strain, flow cytometry GFP, 3 h; 100% = DMSO control level | GFP response vs DMSO, % at 10 µM | 330,000 compounds, 0.51% hits;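 active means GFP response versus DMSO above a set limit, roughly screen mean plus 3 SD, cut at about 180% in these data; inconclusive means fewer than 70 cells counted for a yeast strain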;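 further: median GFP fluorescence of the barcode-gated MEP2-GFP cells per well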
LAP4-GFP MLPCN – alters LAP4-GFP fluorescence in TOR pathway yeast screen | GFP response vs DMSO, % at 10 µM | S. cerevisiae LAP4-GFP multiplex, flow cytometry GFP, 3 h; median GFP as percent of DMSO wells | 320,000 compounds, 0.34% hits | AID 2023;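 active means GFP response vs DMSO above a set limit, about the screen mean plus 3 SD, cut at about 150% in these data; inconclusive means under 70 cell events counted for the yeast strain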
GASC-1 inh – inhibitors of human GASC-1 (JMJD2C) demethylase; GST-JMJD2C(1-420) H3K9me3 demethylation, DELFIA europium; inhibition, % at 2.35 µM; 330,000 compounds, 0.069% hits; AID 2099;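 active means more than half of a compound's replicate wells show inhibition beyond 50%, single wells judged on their own value; inconclusive means some, but no more than half, of replicates pass 50% inhibition; inactive means no replicate passes 50% inhibition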;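 further: signal counts dimethyl H3K9 product captured on neutravidin plate; 0% = median of DMSO wells and 100% = 0.3 times that DMSO median; strong numbers were not always called active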
AGP1 TOR yeast – alters AGP1-GFP fluorescence in TOR pathway yeast screen | AID 2066 | S. cerevisiae AGP1-GFP multiplex flow cytometry, 3 h; GFP as percent of DMSO wells | 320,000 compounds, 0.02% hits | GFP response vs DMSO, % at 10 µM;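 active means GFP response relative to DMSO above a set limit, near screen average plus 3 SD, cut at about 150% in these data; inconclusive means fewer than 70 cells counted for the yeast strain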;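 further: median GFP channel fluorescence of the gated AGP1 strain per well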
GRK2 inh – inhibitors of human GRK2 displacing RNA aptamer; bead flow cytometry, FAM-aptamer displacement from GRK2; inhibition of aptamer binding, % at 10 µM; 330,000 compounds, 0.59% hits;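 active means inhibition of aptamer binding above 40%, roughly 3 SD of noise, on plates passing a quality check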;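 further: median bead fluorescence of bound FAM aptamer so fluorescent compounds give negative values; no value below 0 was filed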
* marks the source's active call; other numbers are inactive results; i = inactive; ? = inconclusive; · = no result given; & = joins results of further samples; [ ] = another dose, or the depositor's remark.

Results follow in this order: RPL19A-GFP yeast, VLA-4 inh, CIT2-GFP yeast, MEP2-GFP yeast, LAP4-GFP MLPCN, GASC-1 inh, AGP1 TOR yeast, GRK2 inh
1) Cc1cccc(/C=C2\CS/C(=C\c3cccc(C)c3)C2=O)c1
  98, -9, 104, 105, 107, -5, 97, 2
2) COc1ccc(OC)c(N(CC(=O)Nc2cccc(C(F)(F)F)c2)S(C)(=O)=O)c1
  95, -4, 95, 100, 96, -3, 99, 0
3) COc1cccc(CNc2nccs2)c1O
  104, 1, 109, 98, 87, 5, 99, 0
4) Cc1nn(C)c(C(=O)Nc2cccc(CN3CCOCC3)c2)c1Br
  98, 0, 100, 97, 98, -2, 97, 2
5) COc1ccc(C(=O)Nc2nnc(C(F)(F)F)s2)cc1
  106, 0, 108, 108, 105, 3, 102, 0
6) COc1ccccc1N1C(=O)N(CC(=O)C(C)(C)C)c2ccccc2S1(=O)=O
  104, -1, 99, 115, 91, 54, 94, 5
7) CCOC(=O)C1CCCN(C(=O)CCCn2nnnc2CN2CCC(C)CC2)C1 (centres undefined)
  101, 0, 96, 105, 80, -39, 89, 0
8) Cc1cc(C(c2ccc(C)o2)c2ccc(C)o2)c(O)c([N+](=O)[O-])c1
  101, 12, 108, 99, 103, 12, 105, 2
9) CC(=O)Oc1ccc2occ(-c3ccccc3)c2c1
  103, 15, 104, 110, 95, 13, 103, 0
10) O=C(NCc1ccc(F)cc1)c1ccc(Br)o1
  93, 1, 95, 99, 92, 7, 94, 6

Carrying on.
Results follow in this order: RPL19A-GFP yeast, VLA-4 inh, CIT2-GFP yeast, MEP2-GFP yeast, LAP4-GFP MLPCN, GASC-1 inh, AGP1 TOR yeast, GRK2 inh
11) Cc1ccc(S(=O)(=O)N2CCC(n3nnc4cc(C)ccc43)CC2)cc1
  104, 4, 101, 106, 99, 4, 112, 3
12) O=C(N/N=C/c1ccco1)c1cccc(NC(=O)c2cccc(Cl)c2)c1
  99, -3, 101, 104, 101, 6, 103, 0
13) CC(O)C(NC(=O)OCc1ccccc1)C(=O)OCc1ccccc1 (centres undefined)
  95, -1, 92, 96, 97, 0, 101, 10
14) CCOC(=O)C1CCN(C(=O)C2CCN(S(=O)(=O)c3cccc4nsnc34)CC2)CC1
  105, 5, 103, 115, 102, -12, 104, 0
15) O=C(/C=C/Nc1cccc(C(F)(F)F)c1)c1ccco1
  94, 6, 101, 101, 100, 6, 98, 0
16) COc1cccc(-c2nc(CS(=O)(=O)CC(=O)NCCN3CCOCC3)c(C)o2)c1
  100, 7, 101, 102, 94, -16, 98, 0
17) COc1ccc(OC)c(N(CC(=O)N2CCC(C)CC2)S(=O)(=O)c2ccccc2)c1
  102, 7, 99, 104, 100, -4, ·, 4
18) Oc1ccc2ccccc2c1CNc1ccc(Br)cn1
  97, 6, 88, 103, 102, 0, 89, 4
19) COc1ccc(Cl)cc1N(CC(=O)N/N=C/c1ccc(OC(C)C)cc1)S(=O)(=O)c1ccc(C)c([N+](=O)[O-])c1
  104, 0, 113, 126, 101, -5, 102, 0
20) CCn1ncc(/C=N/NS(=O)(=O)c2ccc(Cl)cc2)c1C
  98, 7, 108, 105, 104, 1, 105, 5

The list continues.
Results follow in this order: RPL19A-GFP yeast, VLA-4 inh, CIT2-GFP yeast, MEP2-GFP yeast, LAP4-GFP MLPCN, GASC-1 inh, AGP1 TOR yeast, GRK2 inh
21) CCCC(=O)Nc1ccc(-c2cn3cccnc3n2)cc1
  100, 9, 100, 103, 102, 5, 107, 0
22) O=C(CN1C(=O)c2ccccc2S1(=O)=O)c1ccc(Cl)cc1Cl
  106, -4, 93, 124, 125, -4, 102, 2
23) CCOc1ccc(Br)cc1S(=O)(=O)N1CCSC1
  51[may fluoresce violet], 0, ?, 152[may fluoresce violet], 95[may fluoresce violet], 18, 17[may fluoresce violet], 2
24) COc1ccc(C(=O)/C=C/N(C)C)cc1
  100, 23, 100, 105, 100, -5, 98, 2
25) O=C(COC(=O)CCC(=O)c1cccs1)NCc1ccc(Cl)cc1
  106, -1, 97, 98, 94, 1, 99, 2
26) CCCn1c(C(C)Nc2nc(C)cs2)nc2cc(Cl)c(Cl)cc21 (centres undefined)
  91, 15, 71, 94, 123, 14, 78, 0
27) O=C(Nc1cccc(S(=O)(=O)N2CCCCCC2)c1)c1ccc2ccccc2n1
  104, 4, 109, 107, 90, -27, 102, 4
28) CCOc1ccc(/C=N/NC(=O)C2CC2)c(OCC)c1
  120, 15, 95, 106, 73, -5, 94, 2
29) C=CCn1c(SCCCC)nc(O)cc1=O
  100&104, -1&-15, 103&106, 106&105, 102&106, 4&-1, 105&110, 2&0
30) C#Cc1ccc([C@@H]2C=C(C(=O)NC3CC3)O[C@H](OCC)[C@H]2CCCO)cc1
  110, 22, 86, 100, 104, 11, 93, 1

Carrying on.
Results follow in this order: RPL19A-GFP yeast, VLA-4 inh, CIT2-GFP yeast, MEP2-GFP yeast, LAP4-GFP MLPCN, GASC-1 inh, AGP1 TOR yeast, GRK2 inh
31) CCN(CC)S(=O)(=O)c1ccc2c(c1)N(CC(=O)N1CCCC1)C(=O)CO2
  99, -1, 101, 100, 102, 10, 107, 20
32) O=S(=O)(Nc1ccccc1)c1cccc2nonc12
  101, 5, 105, 96, 105, 5, 95, 0
33) O=C(O)c1cc(S(=O)(=O)N2CCCCC2)ccc1N1CCCC1
  100, 4, 98, 102, 101, -3, 99, 0
34) O=C(Cn1c(=S)[nH]c2ncccc2c1=O)NCCc1ccccc1
  93, 3, 95, 98, 102, 9, 65, 3
35) Cc1cc(C(=O)N2CCc3ccccc3C2)no1
  99, 10, 108, 96, 107, 2, 97, 0
36) Cc1cc(C)cc(NC(=O)Nc2ccc(NC(=O)c3ccccc3O)cc2)c1
  102, 2, 100, 103, 84, 8, 93, 0
37) CCC(C(=O)OCC(=O)Nc1cccc(C(C)=O)c1)c1ccccc1 (centres undefined)
  99, 35, 90, 100, 99, -38, 94, 0
38) COc1ccc(C(=O)NCc2cn3cccc(C)c3n2)cc1OC
  104, 0, 107, 108, 107, 4, 111, 1
39) COc1ccc(CCCc2nnc(SCC(=O)NN)o2)cc1
  106, -2, 105, 106, 113, -4, 109, 1
40) COc1ccc(-n2cnc(N)c2C(=O)c2cccc([N+](=O)[O-])c2)cc1
  101, 5, 101, 105, 93, -27, 94, 0

A different layout for some results above.
#	molecule	RPL19A-GFP yeast	VLA-4 inh	CIT2-GFP yeast	MEP2-GFP yeast	LAP4-GFP MLPCN	GASC-1 inh	AGP1 TOR yeast	GRK2 inh
40	COc1ccc(-n2cnc(N)c2C(=O)c2cccc([N+](=O)[O-])c2)cc1	101	5	101	105	93	-27	94	0
32	O=S(=O)(Nc1ccccc1)c1cccc2nonc12	101	5	105	96	105	5	95	0
37	CCC(C(=O)OCC(=O)Nc1cccc(C(C)=O)c1)c1ccccc1 (centres undefined)	99	35	90	100	99	-38	94	0
34	O=C(Cn1c(=S)[nH]c2ncccc2c1=O)NCCc1ccccc1	93	3	95	98	102	9	65	3
39	COc1ccc(CCCc2nnc(SCC(=O)NN)o2)cc1	106	-2	105	106	113	-4	109	1

More entries
41	Cc1ccc(NC(=O)c2cc(N3C(=O)CCC3=O)ccc2N2CCOCC2)cc1
42	COc1ccccc1NS(=O)(=O)c1cc(NC(=O)CCNC(C)=O)ccc1N1CCCCC1
43	O=C(CC1C(=O)NCCN1C/C=C/c1ccccc1)NCCc1ccncc1 (centres undefined)
44	O=C(c1ccc2c3c(cccc13)CC2)C1CCCN(C(=O)c2cccnc2)C1 (centres undefined)
45	Cc1ccc(NC(=O)N[C@@H](CC(C)C)C(=O)O)c(C)c1
46	Cc1cc(Oc2ccc(-c3ccccc3)cc2)n2ncnc2n1

assay / entry,41,42,43,44,45,46
RPL19A-GFP yeast,97,105,100,99,110,97
VLA-4 inh,9,3,5,3,8,8
CIT2-GFP yeast,98,100,99,94,104,89
MEP2-GFP yeast,98,104,111,100,106,91
LAP4-GFP MLPCN,111,111,102,93,98,111
GASC-1 inh,-13,-12,6,-17,6,i
AGP1 TOR yeast,103,116,100,91,94,97
GRK2 inh,4,0,0,0,4,2

47	Cc1ccc(NC(=O)Cn2c(=O)oc3ccccc32)cc1C
48	O=C(O)c1ccccc1OC(=O)C12CC3CC(CC(C3)C1)C2
49	COc1ccc(Oc2c(C(F)(F)F)oc3cc(OCC(=O)O)ccc3c2=O)cc1
50	CC(C)(C)C(=O)COC(=O)c1ccc(O)cc1
51	O=C(CCNS(=O)(=O)c1ccc(Br)s1)NCc1ccccc1
52	O=C(O)c1ccccc1N(Cc1ccccc1)C(=O)CO/N=C/c1ccccc1

assay / entry,47,48,49,50,51,52
RPL19A-GFP yeast,102,101,102,99,98,108
VLA-4 inh,3,10,28,0,15,-2
CIT2-GFP yeast,101,96,103,93,94,98
MEP2-GFP yeast,100,99,101,98,99,109
LAP4-GFP MLPCN,85,101,96,94,100,92
GASC-1 inh,-1,1,9,11,-4,-3
AGP1 TOR yeast,95,94,101,96,98,100
GRK2 inh,0,2,0,1,2,3

53	COCCNC(=O)c1cn(Cc2c(F)cccc2Cl)nn1
54	CCCCNS(=O)(=O)c1ccc(NC(=O)c2c(-c3ccccc3Cl)noc2C)cc1
55	C/C(=N\O)c1ccc2c(c1)OCCO2
56	O=C(Cc1sc(-c2ccccc2Cl)nc1-c1ccccc1)Nc1ccc(F)cc1
57	C/C=C/COC(=O)c1[nH]c2c(c1C)C(=O)CC(c1ccco1)C2 (centres undefined)
58	Cc1ccc(S(=O)(=O)N2CCN(C(=O)COC(=O)Cc3ccc(Cl)cc3)CC2)c(C)c1
59	COC(=O)c1ccc(NC(=O)CSc2nnc(C)n2CC2CCCO2)cc1 (centres undefined)
60	Cc1ccc(-n2c(Cc3cccn3C)nnc2SCC(=O)N2CCN(c3ccccc3)CC2)cc1

assay / entry,53,54,55,56,57,58,59,60
RPL19A-GFP yeast,105,99,102,84,92,102,95,96
VLA-4 inh,-2,0,0,-10,16,35,5,-2
CIT2-GFP yeast,103,102,101,94,103,99,100,98
MEP2-GFP yeast,106,98,118,101,104,103,100,103
LAP4-GFP MLPCN,126,98,117,94,99,107,93,97
GASC-1 inh,-1,4,-17,-14,-10,9,4,7
AGP1 TOR yeast,105,100,106,·,100,107,94,97
GRK2 inh,3,4,0,1,4,0,3,1
